Assay outcomes as filed in PubChem BioAssay.
LGR2 inh – Drosophila LGR2 receptor signaling inhibition; HEK293 LGR2, CRE-luciferase, bursicon-stimulated, 4 h; inhibition, % at 9.99 µM; 380,000 tested, 0.35% active; AID 720647;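 active = drop in luminescence signal, shown as inhibition above about 50% in the replicate tests, limit read from the data, passing the limit was not always enough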;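 note: agonist challenge used bursicon conditioned medium at about half maximal strength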
CASP6 VEID inh – blocks human caspase-6 cleavage activity. inhibition, % at 12.5 µM. purified caspase-6, Z-VEID-R110 cleavage fluorescence. 350,000 tested, 0.53% active. P55212. AID 686996;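 active = mean inhibition across replicates at least about 35%, with every replicate also reaching that limit, limit read from the data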;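 note: 0% = median of neutral control wells and 100% = no fluorescence left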
Target sequence (P55212 24-179 limits assumed): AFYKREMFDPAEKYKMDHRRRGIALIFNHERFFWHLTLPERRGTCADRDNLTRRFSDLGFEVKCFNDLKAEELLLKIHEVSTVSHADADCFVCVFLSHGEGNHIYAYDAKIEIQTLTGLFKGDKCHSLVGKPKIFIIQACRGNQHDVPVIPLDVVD
Target sequence (P55212 194-293 limits assumed): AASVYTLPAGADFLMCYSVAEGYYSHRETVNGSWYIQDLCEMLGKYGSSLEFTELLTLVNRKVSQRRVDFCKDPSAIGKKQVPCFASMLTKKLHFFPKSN
Cneo AK release – causes C. neoformans cell lysis. adenylate kinase release luminescence, 4 h; normalised: neutral wells 0, clomiphene wells 100. 360,000 tested, 0.2% active. lysis activity, % at 15 µM. AID 651654;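 active = mean lysis activity across replicates of at least 80%, whatever share of replicates individually reach that level; inactive = mean lysis activity below 80%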
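Test system: log-phase Cryptococcus neoformans yeast cells; Quantity: yeast cell density of 5 × 10^6 cells/mL; Buffer or medium: YPD; Doses: single compound concentration per well; Timing: 4 h at 37 °C static, read 1 h later; Measured by: AK luminescence; Read-out basis: lysis from increased AK signal; Control set: Clomiphene as positive control.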
FN deposit inh – fibronectin deposition inhibition; AH1F fibroblasts, Alexa488-fibronectin deposition fluorescence, overnight; inhibition, % at 12.6 µM; 350,000 tested, 0.086% active; AID 743247;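 active = mean inhibition across replicates of 30% or more, regardless of how many single replicates reach that level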;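 note: positive control wells lacked labelled fibronectin entirely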
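Material – AH1F fibroblast monolayer, labelled fibronectin deposition · Reagent – labelled fibronectin 24 nM · Timing – 1 h adhesion, overnight exposure · Measured by – fluorescence at 485 nm excitation, 525 nm emission · Read-out – inhibition of fibronectin deposition signal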
miR122 inh – miR-122 inhibition in Huh7 cells; Huh7 miR-122 Renilla luciferase sensor, 48 h; neutral wells = 0, positive control = 100; activation (reporter increase), % at 12.5 µM; 340,000 tested, 0.3% active; AID 602342;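 active = mean replicate activation score at least 90 and every replicate individually at or above 90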;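 note: higher luciferase means less miR-122 activity so hits act as miR-122 inhibitors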
PAX8 inh HTS – inhibitors of PAX8 transcriptional activity in RMG-I cells. inhibition, % at 12.6 µM. RMG-I TPO-luciferase reporter, SteadyGlo, 24 h. 360,000 tested, 1.2% active;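 active = mean replicate inhibition at least 60% with every replicate also reaching 60%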;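 note: luciferase light reporting Pax8 driven TPO promoter activity; plate controls were median of neutral control wells for no effect and mitoxantrone controls for full effect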
EWS-Fli block – inhibitors of EWS/Fli oncoprotein transcriptional activity | A673 NR0B1-luciferase reporter, viability-normalised | AID 651661 | 350,000 tested, 0.67% active | inhibition, % at 12.6 µM;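 active = mean inhibition of at least 50% after viability correction, with every replicate also passing that limit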;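 note: firefly luciferase signal divided by Alamar Blue viability fluorescence both relative to DMSO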
PGC1a acetyl inh – modulators of PGC1a acetylation; U2OS PGC1a acetylation, AlphaScreen anti-acetyl-lysine; with virally co-expressed GCN5 acetyltransferase; inhibition, % at 15.6 µM; 350,000 tested, 0.17% active; AID 651687;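 active = every replicate shows inhibition of at least 40%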;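 note: 0% = neutral control wells and 100% = positive control wells; some results beyond the cut were filed as inactive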
Starred values were filed as active, the others as inactive; nt = no result given; [ ] = dose if it differs, or a comment.

The opening 15 compounds, to show the layout:
#	Molecule	EWS-Fli block	PGC1a acetyl inh	Cneo AK release	CASP6 VEID inh	PAX8 inh HTS	FN deposit inh	LGR2 inh	miR122 inh
1	C/C(=C\C(=O)c1ccccc1)Nc1ccc(N2CCOCC2)cc1	nt	3	2	nt	-36	0	nt	-11
2	CCOC(=O)CC(c1ccc([N+](=O)[O-])cc1)n1c(C)ccc1C (stereo unspecified)	-24	11	1	0	11	-9	9	-1
3	CC(C)(C)C(=O)NCCCNc1ccc([N+](=O)[O-])cc1	-8	3	2	1	-21	2	nt	nt
4	CN(CC(=O)Nc1ccc(F)c(F)c1F)C(=O)c1ccc(-n2cncn2)cc1	5	-5	0	2	17	-2	-15	-4
5	CC(C)C(c1nnnn1Cc1ccco1)N1CCC(C(N)=O)CC1 (stereo unspecified)	nt	2	-5	nt	nt	nt	-8	-2
6	C[C@@H]1CN([C@@H](C)CO)C(=O)c2cc(C3=CCCC3)cnc2O[C@@H]1CN(C)Cc1ccc(F)cc1	3	29	63	0	nt	-4	-4	3[16.7 µM]
7	CN(C)CC(NC(=O)c1cccc(S(=O)(=O)Nc2ccc3c(c2)OCO3)c1)c1ccccc1 (stereo unspecified)	-13	-1	-2	-2	-1	4	2	34
8	CC(Oc1ccc(F)cc1)C(=O)NN (stereo unspecified)	5	-6	-3	1	12	1	4	-12
9	Cc1cc(C)c(C)c(S(=O)(=O)NC2CCCCC2)c1C	nt	nt	0	-4	17	nt	-10	93*
10	CCOC(=O)C1C(=O)C=C(c2ccc(C)cc2)CC1c1ccc([N+](=O)[O-])cc1 (stereo unspecified)	-6	nt	nt	4	10	-8	nt	nt
11	Cc1ccccc1NC(=O)NC(C)(C)CC(C)(C)C	3	-5	-2	-2	24	0	4	-3
12	CC1CCCCC1NC(=O)CN1CCC(O)(c2ccc3c(c2)OCO3)CC1 (stereo unspecified)	8	0	nt	0	9	-6	30	nt
13	O=C(COC(=O)Cc1ccc(F)cc1)NC(=O)NC1CCCC1	-2	-13	-2	-3	-16	-7	-10	-9
14	COCC(C)NC(=O)CSc1ncnc2sc(-c3ccccc3)cc12 (stereo unspecified)	nt	5	1	-1	1	2	12	-8
15	COC(=O)Cc1c(C)nc2nc(-c3ccc(OC)cc3)[nH]n2c1=O	nt	nt	-2	nt	6	2	nt	1

All compounds of this part, previewed entries included:
#	Molecule	EWS-Fli block	PGC1a acetyl inh	Cneo AK release	CASP6 VEID inh	PAX8 inh HTS	FN deposit inh	LGR2 inh	miR122 inh
1	C/C(=C\C(=O)c1ccccc1)Nc1ccc(N2CCOCC2)cc1	nt	3	2	nt	-36	0	nt	-11
2	CCOC(=O)CC(c1ccc([N+](=O)[O-])cc1)n1c(C)ccc1C (stereo unspecified)	-24	11	1	0	11	-9	9	-1
3	CC(C)(C)C(=O)NCCCNc1ccc([N+](=O)[O-])cc1	-8	3	2	1	-21	2	nt	nt
4	CN(CC(=O)Nc1ccc(F)c(F)c1F)C(=O)c1ccc(-n2cncn2)cc1	5	-5	0	2	17	-2	-15	-4
5	CC(C)C(c1nnnn1Cc1ccco1)N1CCC(C(N)=O)CC1 (stereo unspecified)	nt	2	-5	nt	nt	nt	-8	-2
6	C[C@@H]1CN([C@@H](C)CO)C(=O)c2cc(C3=CCCC3)cnc2O[C@@H]1CN(C)Cc1ccc(F)cc1	3	29	63	0	nt	-4	-4	3[16.7 µM]
7	CN(C)CC(NC(=O)c1cccc(S(=O)(=O)Nc2ccc3c(c2)OCO3)c1)c1ccccc1 (stereo unspecified)	-13	-1	-2	-2	-1	4	2	34
8	CC(Oc1ccc(F)cc1)C(=O)NN (stereo unspecified)	5	-6	-3	1	12	1	4	-12
9	Cc1cc(C)c(C)c(S(=O)(=O)NC2CCCCC2)c1C	nt	nt	0	-4	17	nt	-10	93*
10	CCOC(=O)C1C(=O)C=C(c2ccc(C)cc2)CC1c1ccc([N+](=O)[O-])cc1 (stereo unspecified)	-6	nt	nt	4	10	-8	nt	nt
11	Cc1ccccc1NC(=O)NC(C)(C)CC(C)(C)C	3	-5	-2	-2	24	0	4	-3
12	CC1CCCCC1NC(=O)CN1CCC(O)(c2ccc3c(c2)OCO3)CC1 (stereo unspecified)	8	0	nt	0	9	-6	30	nt
13	O=C(COC(=O)Cc1ccc(F)cc1)NC(=O)NC1CCCC1	-2	-13	-2	-3	-16	-7	-10	-9
14	COCC(C)NC(=O)CSc1ncnc2sc(-c3ccccc3)cc12 (stereo unspecified)	nt	5	1	-1	1	2	12	-8
15	COC(=O)Cc1c(C)nc2nc(-c3ccc(OC)cc3)[nH]n2c1=O	nt	nt	-2	nt	6	2	nt	1
16	CC(=O)CSc1nc(CCc2ccccc2)c(C#N)c(=O)[nH]1	10	nt	-3	2	-6	4	5	54
17	CCCOc1ccc(N2C(=O)CC(N(CCc3ccc(OC)cc3)C(=O)c3ccccc3)C2=O)cc1 (stereo unspecified)	5	nt	nt	-1	5	3	6	nt
18	CCCN(C(=O)Cc1ccc(S(=O)(=O)N2CCOCC2)s1)c1c(N)n(Cc2ccccc2)c(=O)[nH]c1=O	-1	7	0	2	11	-2	12	-5
19	CN1C(=O)/C(=C/c2ccc(C(F)(F)F)cc2)Sc2ccc(C(=O)N3CCN(c4ccccn4)CC3)cc21	3	-12	2	nt	-2	-3	-6	0
20	COc1ccc(CN(C)C[C@H]2Oc3ccc(NC(=O)Cn4cnnn4)cc3CC(=O)N([C@@H](C)CO)C[C@@H]2C)cc1	5	2	-3	-6	2	nt	-10	-1[16.7 µM]
21	CS(=O)(=O)N(CCc1ccccc1)CC(=O)N1CCc2ccccc2C1	nt	-1	-1	nt	9	-1	nt	-1
22	COc1ccc2c(c1)/C(=C/c1cc(OC)c(OC)c(OC)c1)C(=O)N2	63*	1	nt	1	33	11	18	2
23	COc1ccc(/C=C/c2c(-c3cccc(C)c3)oc3ccc(N4CCOCC4)cc23)cc1	6	-5	-3	-2	4	-14	-6	12
24	CC(=O)Nc1ccc(-c2nc3c(C)cccc3[nH]2)cc1	nt	2	-1	nt	-191	-1	nt	-4
25	CC(=O)NC[C@@H]1[C@@H](c2ccc(C3=CCCC3)cc2)[C@@H](CO)N1C(=O)NC(C)C	-8	2	112*	nt	7	12	-6	50[16.7 µM]
26	CCOc1ccc(CN2CCN(Cc3[nH]c4ccc(OC)cc4c3C)CC2CCO)cc1 (stereo unspecified)	-12	nt	nt	-1	5	-3	7	nt
27	O=C(O)c1ccc(/C=N/N2CCN(Cc3ccccc3)CC2)cc1	nt	5	-1	nt	-7	-1	13	6
28	CCC(c1nnnn1CCC(C)C)N1CCC(C(N)=O)CC1 (stereo unspecified)	nt	4	1	nt	-3	-4	nt	-15
29	O=C(Nc1ccc(S(=O)(=O)Nc2nccs2)cc1)c1ccc(F)c(S(=O)(=O)N2CCOCC2)c1	-2	2	-4	3	12	1	3	1
30	Cn1cc(CN2CCCCC2C(=O)Nc2ccc(-n3cccn3)cc2)cn1 (stereo unspecified)	nt	nt	4	-1	13	5	-11	nt
31	CCn1cc(C(=O)N2CCOCC2)c(=O)c2cc(S(=O)(=O)N(C)C3CCCCC3)ccc21	-1	nt	-2	-1	-22	-1	3	1
32	O=C(O)CCCC(=O)Nc1ccc(C(=O)NCc2cccnc2)cc1	nt	-20	0	nt	-21	2	nt	3
33	O=C1CN(S(=O)(=O)Cc2ccccc2)C[C@@H]2[C@H](c3ccc(C#Cc4ccc(F)cc4)cc3)[C@@H](CO)N12	9	4	nt	-1	12	nt	-1	nt
34	COCCN=c1scc(-c2cccs2)n1/N=C/c1ccc(O)c(O)c1O	2	nt	nt	15	39	7	-17	nt
35	O=C(CS(=O)(=O)c1cn(Cc2cccc(F)c2)c2ccccc12)N1CCCCC1	nt	-4	-2	nt	-1	3	nt	2
36	CCN(CC)CC#CCC(OC)(c1ccccc1)c1ccccc1	-7	nt	nt	-1	-6	8	nt	nt
37	CCN1C(=O)[C@H]2[C@@H](c3ccc(Cl)cc3)N3C(=O)CN(CC4CC4)C(=O)[C@@]3(Cc3ccccc3)[C@H]2C1=O	0	9	2	1	3	8	-13	-6
38	Cc1cc(C(=O)NCC(=O)OCC(=O)N(C(C)C)C(C)C)ccc1[N+](=O)[O-]	0	nt	nt	0	-14	1	nt	nt
39	CCSc1oc(-c2ccco2)nc1S(=O)(=O)c1ccc(F)cc1	nt	-23	1	nt	8	0	nt	8
40	COc1ccc(-c2csc(NC(=O)[C@H](C)N3C(=O)C4CC=CCC4C3=O)n2)cc1OC (stereo partly specified)	3	-6	0	1	-10	1	-12	1
41	CCOC(=O)c1sc2nc3c(cc2c1N)COC(C)(C)C3	nt	2	-5	nt	-256	2	nt	-2
42	COc1cccc(NC(=O)N(C)C[C@H]2Oc3cc(-c4ccccc4OC)ccc3S(=O)(=O)N([C@@H](C)CO)C[C@@H]2C)c1	4	-10	-1	-2	33	nt	15	-6[16.7 µM]
43	O=C(COC(=O)c1cccc(S(=O)(=O)NCc2ccccc2)c1)NC1CC1	8	2	0	-2	-9	-7	0	2
44	C[C@H]1CCCCO[C@H](CN(C)S(=O)(=O)c2ccc(F)cc2)[C@@H](C)CN([C@@H](C)CO)C(=O)c2cc(NC(=O)c3ccccc3)ccc2O1	13	-1	1	-1	26	3	8	0[16.7 µM]
45	COc1ccc(S(=O)(=O)N2CCCCC2)cc1NC(=O)CN1CCN(C(C)=O)CC1	4	6	0	1	11	nt	-20	5
46	CCCc1[nH]nc2c1C(c1ccc(OC)c(Cn3nc(C)c(Br)c3C)c1)C(C#N)=C(N)O2 (stereo unspecified)	nt	-7	-8	nt	5	nt	nt	1
47	CN(C)C(=S)N=c1ssc(=S)n1Cc1cccnc1	12	nt	nt	-5	-5	4	15	nt
48	COc1ccc(C2C(C(=O)/C=C/c3ccco3)=C(O)C(=O)N2CCN2CCOCC2)cc1OC (stereo unspecified)	2	4	1	-1	-1	-3	-5	-5
49	O=S(=O)(c1ccccc1F)N1CCCCN2[C@H](CO)[C@H](c3ccc(-c4ccccc4)cc3)[C@@H]2C1	-1	-8	-1	1	-7	nt	10	4[16.7 µM]
50	CC(C)CC(C(=O)Nc1ccc2c(c1)OCCO2)N1C(=O)c2ccccc2C1=O (stereo unspecified)	nt	5	3	nt	nt	nt	6	-11
51	COc1cccc(-c2nc(CS(=O)(=O)CC(=O)NC3CCCCCC3)c(C)o2)c1	5	11	1	-7	9	11	-4	-5
52	O=C(O)C[C@H]1CC[C@@H](NC(=O)c2ccccc2F)[C@@H](CO)O1	11	-2	44	5	-39	-3	5	nt
